From PubChem BioAssay
GPR7 antagonist: GPR7 receptor antagonists, primary screen, cell-based, fluorescence, single concentration; 290,000 compounds, 1.1% hits; Neuropeptides B/W receptor type 1 (Homo sapiens), P48145; inhibition, % at 4.4 µM; GPR7-expressing cells, fluorescence antagonist assay; in the data active means inhibition above about 16%, passing the limit was not always enough;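 further: cells stimulated with the agonist NPW; 0% = agonist with vehicle and 100% = vehicle without agonist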
Target sequence (P48145 whole entry, looked up): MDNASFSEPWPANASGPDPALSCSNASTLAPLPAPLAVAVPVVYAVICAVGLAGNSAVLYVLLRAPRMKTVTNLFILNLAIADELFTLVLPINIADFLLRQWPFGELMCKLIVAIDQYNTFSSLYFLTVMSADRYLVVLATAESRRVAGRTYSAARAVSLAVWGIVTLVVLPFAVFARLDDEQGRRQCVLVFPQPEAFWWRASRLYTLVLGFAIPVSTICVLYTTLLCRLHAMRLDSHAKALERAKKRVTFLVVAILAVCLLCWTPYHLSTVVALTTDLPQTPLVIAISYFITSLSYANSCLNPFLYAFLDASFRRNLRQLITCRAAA
DNA FID counter: compounds displacing fluorescent DNA intercalator, primary screen, artefact control for HCV NS3 helicase inhibitor project, biochemical, FID fluorescence; DNA fluorescent intercalator displacement; 290,000 compounds, 0.17% hits; inhibition, % at 7.9 µM; in the data active means inhibition above about 37%;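 further: 0% = vehicle and 100% = reference compound; higher means more ethidium bromide displaced from hairpin DNA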
PHOSPHO1 inh: PubChem AID 1565; Phosphoethanolamine/phosphocholine phosphatase (Homo sapiens), Q8TCT1; recombinant PHOSPHO1, absorbance phosphatase assay; inhibition, % at 13.3 µM; 290,000 compounds, 1.1% hits; in the data active means inhibition above about 60%
Target sequence (Q8TCT1 whole entry, looked up): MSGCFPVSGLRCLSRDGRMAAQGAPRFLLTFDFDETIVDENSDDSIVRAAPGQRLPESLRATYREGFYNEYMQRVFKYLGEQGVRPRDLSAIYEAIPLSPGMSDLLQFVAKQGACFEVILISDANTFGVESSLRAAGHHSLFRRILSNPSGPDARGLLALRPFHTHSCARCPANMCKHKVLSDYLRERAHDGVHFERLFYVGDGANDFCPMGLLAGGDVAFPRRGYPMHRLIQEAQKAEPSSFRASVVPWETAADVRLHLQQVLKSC
OXTR agonist: human OXTR agonists, primary screen, fluorescence, CHO-OTR cells, Fluo-8 calcium; 320,000 compounds, 0.32% hits; activation, % at 3 µM; Fluo-8 calcium fluorescence; normalized: DMSO 0%, oxytocin 100%;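 active means activation above the mean of all tested compounds plus 3 SD, cutoff set per screening run, cut at about 20% in these data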;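 further: peak over basal fluorescence ratio from a 100 s FLIPR kinetic read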
Target sequence (P30559 whole entry, looked up): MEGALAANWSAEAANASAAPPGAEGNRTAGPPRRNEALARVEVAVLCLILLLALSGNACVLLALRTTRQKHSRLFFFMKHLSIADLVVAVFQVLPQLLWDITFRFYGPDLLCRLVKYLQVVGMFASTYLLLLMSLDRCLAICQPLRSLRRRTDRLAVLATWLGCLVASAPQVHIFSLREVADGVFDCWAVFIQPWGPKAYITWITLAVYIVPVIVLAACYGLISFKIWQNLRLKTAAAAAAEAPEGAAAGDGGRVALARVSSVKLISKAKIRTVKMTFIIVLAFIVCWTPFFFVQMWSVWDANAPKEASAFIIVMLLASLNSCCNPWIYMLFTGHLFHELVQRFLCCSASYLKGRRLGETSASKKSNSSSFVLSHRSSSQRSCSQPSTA
MEKK3 PB1 HTS: modulators of MEKK3-MEK5 PB1 binding, primary screen, biochemical, wildtype MEKK3, multiplex bead flow cytometry, Alexa488-MEK5; bead-based flow cytometry, Alexa488-MEK5 binding to MEKK3; actives lie on both sides; 0 = blocked by unlabeled MEK5, 100 = vehicle; binding response (% of control), % at 10 µM; 290,000 compounds, 1.4% hits; AID 1529, 2009;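 active means binding response more than 3 SD above or below the average of its plate-row segment, actives on both sides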;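 further: Alexa488 bead fluorescence after subtracting the streptavidin-only scavenger bead signal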
PfM18AAP inh: PfM18AAP inhibitors, malaria aminopeptidase, primary screen, biochemical, QFRET, recombinant enzyme; M18 aspartyl aminopeptidase (Plasmodium falciparum 3D7); H-Glu-NHMec fluorogenic cleavage; inhibition, % at 7.35 µM; 290,000 compounds, 1.2% hits; AID 1822, 2009;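 active means inhibition above the campaign mean inhibition over all tested compounds plus 3 SD, cut at about 28% in these data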;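 further: 0% = plate median of test compound wells and 100% = 2 mM ZnCl2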
NALP1 yeast inh: NALP1 inflammasome inhibitors in reconstituted yeast, colorimetric, S. cerevisiae, triplicate retest; S. cerevisiae NALP1/ASC/caspase-1 growth, X-gal OD620, 72 h; inhibition, % at 10 µM; 280,000 compounds, 0.61% hits; in the data active means inhibition mostly above about 24%, no sharp cut-off; inactive means mostly below about 32%; further: some compounds called inactive have numbers as strong as hits
MEKK2wt PB1 HTS: modulators of MEK5 binding to wildtype MEKK2, primary screen, biochemical, multiplex bead flow cytometry, Alexa488-MEK5. 290,000 compounds, 1.1% hits. binding response (% of control), % at 10 µM. Alexa488-MEK5 binding to MEKK2 WT; actives lie on both sides. Mitogen-activated protein kinase kinase kinase 2 (Homo sapiens), Q9Y2U5; in the data active means binding response below about 67% or above about 130%
MEKK2mut PB1 HTS: MEK5 binding signal on mutant MEKK2 PB1, primary screen, biochemical, multiplex bead flow cytometry, Alexa488-MEK5 | Alexa488-MEK5 binding to MEKK2 mutant | percent response, % at 10 µM | 290,000 compounds, 0.35% hits | AID 1530, 2009; in the data active means percent response above about 24%, passing the limit was not always enough; further: inactives centre near 1; some results filed as inactive read as strong as hits; reference of the scale not given here
The depositor's hits bear a star; x = no result given.

SMILES	GPR7 antagonist	DNA FID counter	PHOSPHO1 inh	OXTR agonist	MEKK3 PB1 HTS	PfM18AAP inh	NALP1 yeast inh	MEKK2wt PB1 HTS	MEKK2mut PB1 HTS
Cc1ccc(S(=O)(=O)NCC(=O)N(CC(=O)NCC2CCCO2)CC2CCCO2)cc1 (stereo unspecified)	1	6	6	-0.1	100	-7	1	98	-1
CC(=O)c1ccc(-n2nnnc2SCC(=O)Nc2cccc(NC(=O)c3ccco3)c2)cc1	-12	-12	46	5.8	100	4	-13	103	1
COCCCNS(=O)(=O)c1ccc2c3c(cccc13)C(=O)S2	-11	-1	-13	3.9	102	0	4	102	2
Cc1ccccc1S(=O)(=O)Cc1ccc(C(=O)NC2CCCCCC2)o1	14	-39	50	2.8	94	-4	13	95	-2
COC(=O)NNC(=O)c1cccc(C)c1	-2	0	14	0.4	103	-7	6	102	3
CC1=NNC(=O)C1CCC(=O)N/N=C(\C)c1ccc(Cl)cc1 (stereo unspecified)	-17	-7	6	0.2	99	-1	11	99	0
Cc1ccc(NC(=O)CN(C)S(=O)(=O)c2cccc3cccnc23)c(C)c1	-12	-25	28	1.8	134*	3	-16	109	27
Cc1nc2ncccn2c1-c1csc(Nc2ccc(S(N)(=O)=O)cc2)n1	-7	-4	x	-1.0	95	24	-8	99	-3
Cc1ccccc1-c1nc(CN(C)C(C)c2ccon2)c(C)o1 (stereo unspecified)	5	-4	39	-1.3	102	-10	3	100	-1
Fc1cccc(Cc2noc(CN3CCN(C4CCc5ccccc5C4)CC3)n2)c1 (stereo unspecified)	-3	17	40	-0.3	102	2	14	96	-3
COC(=O)c1cccc(C23CC4(C2)[C@H](CN(Cc2ccc(-c5ccccc5)cc2)[C@@H]4c2ccccc2)C3c2ccc(C(F)(F)F)cc2)c1 (stereo partly specified)	x	x	13	0.8	97	x	x	101	6
O=C(O)c1ccccc1SCC(=O)N1CCOCC1	-1	0	32	1.6	102	-5	-4	98	7
O=C(NCC(=O)N(c1ccccc1)C(C(=O)NC1CCCCC1)c1cccnc1)c1ccco1 (stereo unspecified)	0	-31	12	-0.9	101	-5	18	103	7
CC1CCCC(C)N1CCNC(=O)CCc1nnc2n(Cc3ccccc3)c(=O)c3ccccc3n12 (stereo unspecified)	-5	8	28	-0.6	100	-2	22	119	5
C/C(=N\NC(=O)c1cccs1)C(C)(C)C	0	-5	-32	-1.1	86	-20	-1	89	-2
Cc1ccc2[nH]c3c(NCc4ccccc4)ncnc3c2c1	33	27	37	x	100	-7	28	109	-5
CCc1ccc(/C=C\C(=O)N2CCc3ccccc3C2)cc1	-8	-30	29	-2.1	x	-8	1	x	x
COc1cccc(NC(=O)CSc2nnc(Cc3cccs3)n2-c2ccc(C)cc2)c1	0	-31	21	-0.8	92	6	20	94	-4
COc1cccc(NC(=O)CCC2CCN(Cc3nccs3)CC2)c1	0	-1	29	-0.5	101	8	4	100	17
Cc1cc(NS(=O)(=O)c2ccc(NS(=O)(=O)c3ccc(CC(C)C)cc3)cc2)nc(C)n1	5	-16	27	0.3	72	-3	-30	71	-24
O=C(O)CNC(=O)c1ccc(NS(=O)(=O)c2ccc3ccccc3c2)cc1	8	-21	-9	0.3	101	-3	2	94	-6
COc1ccc2c(c1OC)C(=O)N(c1ccc(O)cc1)C2=O	-18	2	20	1.3	101	3	8	102	6
COc1cc(N)c(Cl)cc1Cl	-2	-3	-8	0.0	102	-7	-12	90	-10
CCOC(=O)c1[nH]cnc1C(=O)Nc1ccccc1	-1	-7	-2	-0.9	113	3	3	103	0
COc1ccc(NC(=S)N2CCN(CCN3C(=O)c4cccc5cccc(c45)C3=O)CC2)cc1	-6	3	56	-0.3	89	0	-24	103	1
COCCCNC(=S)NCCc1ccc(F)cc1	-2	-2	-16	-0.1	104	6	-5	110	7
COc1cccc(C(=O)Nc2cccc(-c3nc4ncccc4o3)c2C)c1	-12	-10	-7	-0.3	94	-8	-17	95	0
O=C(/C=C/c1ccc(Cl)cc1)Nc1ccc(N2CCOCC2)cc1	-7	-2	48	1.9	89	-18	18	89	-3
NS(=O)(=O)c1ccc(N/N=C/c2ccccc2C(=O)O)c([N+](=O)[O-])c1	-7	2	28	-0.5	102	-11	5	99	0
O=C(NCc1cccs1)c1ccc([N+](=O)[O-])cc1	-1	-1	-3	-1.1	105	-5	14	106	-1
CC(=O)c1nc(-c2ccccc2)sc1C	-5	0	-9	-1.2	97	-4	-2	98	-2
COc1cccc(C(=O)c2c[nH]c(C(=O)NCCCN(C)C)c2)c1	-2	2	-13	0.8	103	3	22	102	5
CCc1cc2c(=O)c(-c3nc4ccccc4n3C)c(COCC(=O)O)oc2cc1OC(=O)C(C)(C)C	1	-14	20	-0.7	107	5	-10	110	7
Cc1cc(NC(=O)CSc2nnc(Nc3ccccc3)s2)no1	-16	-2	25	-1.2	x	-3	15	x	x
COC(=O)C1(CO)NC(c2ccc(C)cc2)C2C(=O)N(c3ccccc3)C(=O)C21 (stereo unspecified)	-6	-5	49	0.1	101	11	0	104	13
CCOC(=O)N1CCC(=NNc2ccc(S(N)(=O)=O)cc2[N+](=O)[O-])CC1	-8	3	48	5.4	103	15	-1	103	-2
O=C(Cn1cc([N+](=O)[O-])cn1)NCc1ccco1	-3	1	32	-0.2	101	11	30	101	-1
C=CCSC1=C(C#N)C(c2ccccc2Cl)CC(=O)N1 (stereo unspecified)	-14	1	24	-0.8	103	-1	-2	102	4
Cc1[nH]c2ccccc2c1C(=O)C(=O)N1CCN(C)CC1	-12	0	68*	0.8	102	2	-4	102	4
O=[N+]([O-])c1ccccc1S(=O)(=O)NCCSc1ccccc1	-10	6	29	0.0	106	-3	-5	104	11
COc1ccc(-c2nnc3ccc(SCC(=O)Nc4nc5ccccc5s4)nn23)cc1OC	-7	-5	-3	0.2	107	-1	11	100	8
CN1C(=S)SC(N(O)C(=O)NC2CCCCC2)C1(C)C (stereo unspecified)	-4	-4	26	-0.2	101	8	33	99	-2
CC(C)c1cc(C(=O)N2CCCC(N3CCN(c4ccccc4F)CC3)C2)nc(N)n1 (stereo unspecified)	-12	-24	8	-1.6	100	2	-12	99	0
CN(C)S(=O)(=O)c1cccc(NC(=O)c2cc(-c3cccs3)nc3ccccc23)c1	-1	3	14	0.9	100	-5	31	97	-2
COc1ccc(-c2ccc(C#N)c(SCC(=O)OCc3ccccc3)n2)cc1OC	-9	-6	11	-0.9	93	4	5	93	-5
COc1ccc(NC(=O)Cn2cnc3c(cnn3-c3ccc(C)c(C)c3)c2=O)c(OC)c1	-11	-4	16	-0.1	102	-3	-26	96	1
Cc1ccc2nc3c(c(C(=O)OC4CCOC4=O)c2c1)CCCC3 (stereo unspecified)	4	-4	-3	-1.6	97	3	6	96	-2
CCOC(=O)CNS(=O)(=O)CCN1C(=O)c2ccccc2C1=O	-8	-2	19	-0.2	x	0	8	x	x
Cc1cc(C)n2nc(SCC(=O)N(CC(C)C)c3c(N)n(CC(C)C)c(=O)[nH]c3=O)nc2n1	-4	-15	-115	0.2	109	2	0	102	-1
COc1ccc(NC(=S)NC(=O)/C=C/c2ccco2)cc1	-6	-11	37	-1.0	94	0	21	92	-4

Next entries follow.
SMILES	GPR7 antagonist	DNA FID counter	PHOSPHO1 inh	OXTR agonist	MEKK3 PB1 HTS	PfM18AAP inh	NALP1 yeast inh	MEKK2wt PB1 HTS	MEKK2mut PB1 HTS
COCCCNC(=S)N1CCCN(c2nc3c(C)c(C)ccc3cc2C#N)CC1	-2	17	-6	-0.3	104	-6	-2	99	1
Cc1ccnc2ccc(SC(F)(F)F)cc12	-14	2	-36	0.9	103	3	2	101	2
O=C(NN1CCOCC1)c1cc(Cl)ccc1Cl	13	0	10	0.2	104	-1	11	102	3
N/C(=N\OC(=O)c1ccc2ccccc2c1)c1ccccn1	-9	-12	33	0.2	103	3	-3	100	0
CCOc1cc(C(=O)NC(C)C2CCCO2)cc(OCC)c1OCC (stereo unspecified)	-8	-24	30	-1.9	97	-4	1	96	-1
CCOc1cccc(CNc2ccc(O)cc2)c1OCc1ccc(Cl)cc1Cl	-13	-12	2	-2.7	x	3	11	x	x
C[C@@H]1CCC[C@@]2(O[C@@H](CCO)C[C@H](O)[C@H]2O)O1	x	x	x	0.3	104	x	x	104	4
Cc1ccc(S(=O)(=O)N2CCN(C(=O)c3ccc(OCc4c(C)noc4C)cc3)CC2)cc1	6	-8	-4	3.2	108	-2	2	107	5
CCOC(=O)N1CCN(C(=O)CSc2nnc(-c3ccc(C(C)(C)C)cc3)o2)CC1	-6	3	-1	10	101	-3	25	100	2
CCOCCCn1c(SCC(=O)Nc2cc(OC)ccc2OC)nc2ccccc2c1=O	-10	-38	-13	-2.8	103	1	-4	105	4
Cc1cc(/C=C(\C#N)C(=O)NCc2ccco2)c(C)n1C1CCCC1	8	-10	57	-1.8	86	3	16	87	-9
O=C(OC1Cn2c(=O)ccc(=O)n2C1)c1ccccc1	-5	-1	-12	0.9	92	0	32	95	-4
O=C(Nc1ccc(Oc2cccnc2)cc1)C1CCN(Cc2cc(Cl)ccc2O)CC1	11	10	14	18	101	7	21	116	6
COC(=O)c1sccc1NC(=O)Nc1cccc(C)c1	-13	-5	22	-2.1	102	-1	1	94	-1
O=C(COc1ccc(F)cc1)Nc1nc2c(s1)CCCC2	7	-14	38	-0.6	103	7	38	103	1
N/C(=N\OC(=O)c1ccc2c(c1)OCO2)c1ccncc1	-5	-1	18	-0.3	87	4	x	92	-30
FC(F)(F)c1nc2ccccc2nc1N/N=C/c1c(Cl)cccc1Cl	-8	-1	37	-1.8	101	-2	22	102	3
Cn1c(CN2CCOCC2)nc2cc(NC(=O)c3ccc(Cl)cc3)ccc21	-3	-15	-11	1.0	94	-5	0	98	-1
Cc1nnc(SCC(=O)NC2CCCC2)n1CCc1ccccc1	-11	-7	55	-0.2	103	5	-18	102	0
CC(C)C[C@H](NC(=O)OC(C)(C)C)C(=O)NCC1CCC(C(=O)N[C@@H](Cc2ccccc2)C(=O)O)CC1 (stereo partly specified)	4	-36	28	0.0	104	-2	2	104	10
COc1ccc(C(=O)Nc2nccs2)cc1OC	-4	-1	15	0.5	x	-1	-7	x	x
CC(c1ccccc1)n1cc(C(=O)NCC2CCCO2)nn1 (stereo unspecified)	-7	-12	-11	0.4	102	-3	4	106	5
Cc1ccn2c(C(=O)NN=C3CCCCCCC3)c(C)nc2c1	-2	-8	4	-0.8	89	5	-4	92	-9

A run of entries taken from the entries so far, for reference:
SMILES	GPR7 antagonist	DNA FID counter	PHOSPHO1 inh	OXTR agonist	MEKK3 PB1 HTS	PfM18AAP inh	NALP1 yeast inh	MEKK2wt PB1 HTS	MEKK2mut PB1 HTS
Cc1cc(/C=C(\C#N)C(=O)NCc2ccco2)c(C)n1C1CCCC1	8	-10	57	-1.8	86	3	16	87	-9
O=C(OC1Cn2c(=O)ccc(=O)n2C1)c1ccccc1	-5	-1	-12	0.9	92	0	32	95	-4
O=C(Nc1ccc(Oc2cccnc2)cc1)C1CCN(Cc2cc(Cl)ccc2O)CC1	11	10	14	18	101	7	21	116	6
COC(=O)c1sccc1NC(=O)Nc1cccc(C)c1	-13	-5	22	-2.1	102	-1	1	94	-1
O=C(COc1ccc(F)cc1)Nc1nc2c(s1)CCCC2	7	-14	38	-0.6	103	7	38	103	1
